Bioassay records: PubChem BioAssay, Sanford-Burnham Center for Chemical Genomics
APJ agonist: agonists of human apelin receptor APJ, primary screen, CHO-K1 cells, PathHunter beta-arrestin, luminescence. P35414. 0% DMSO wells, 100% apelin. activation, % at 20 µM. 330,000 compounds, 0.11% hits;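 active = activation more than six SD over the plate average, tested at 20 µM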;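 note: 0% = DMSO alone and 100% = apelin-13 at 10 nM; some results filed as inactive read as strong as hits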
Target sequence (P35414 whole entry, looked up): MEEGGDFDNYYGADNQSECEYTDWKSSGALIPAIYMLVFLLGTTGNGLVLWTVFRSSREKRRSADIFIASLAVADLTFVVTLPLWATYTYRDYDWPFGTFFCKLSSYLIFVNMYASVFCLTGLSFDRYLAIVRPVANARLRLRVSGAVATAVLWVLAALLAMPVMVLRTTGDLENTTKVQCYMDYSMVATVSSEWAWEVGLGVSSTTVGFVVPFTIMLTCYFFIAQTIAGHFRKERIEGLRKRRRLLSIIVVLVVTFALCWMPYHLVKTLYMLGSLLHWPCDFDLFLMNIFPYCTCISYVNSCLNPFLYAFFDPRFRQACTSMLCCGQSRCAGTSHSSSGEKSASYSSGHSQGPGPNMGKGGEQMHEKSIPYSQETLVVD
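Assay system: CHO-K1 cells stably expressing ProLink-tagged human APJ and arrestin–beta-gal acceptor. Compound dosing: 20 µM single point, 1% DMSO. Times: 16-18 h seeding, 90 min dark compound exposure, 60 min detection. Detection: beta-gal luminescence. Evaluation: APJ–arrestin association signal. Controls: negative DMSO alone, positive Apelin-13 at 10 nM.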
NR3A LBD binder: binders of NR3A ligand-binding domain, primary screen, biophysical, differential scanning fluorimetry, uHTS; Glutamate receptor ionotropic, NMDA 3A (GRIN3A) ligand-binding domain; NR3A LBD differential scanning fluorimetry, Tm shift; 0% = protein alone, 100% = glycine-bound protein; Tm shift relative to glycine control, % at 25 µM; 340,000 compounds, 2.5% hits; AID 1259313, 2017;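 active = melting temperature shift of at least 10% of the positive control shift, at one fixed dose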
TIM10 inh: growth inhibitors of isogenic TIM10 control yeast, primary screen, counter-screen for tim10-1 yeast inhibitor project, luminescence, uHTS; S. cerevisiae TIM10 strain growth, BacTiter-Glo luminescence, 24 h; inhibition, % at 10 µM; 330,000 compounds, 1.4% hits;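 active = inhibition of 40% or more at the single tested concentration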;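 note: wild-type TIM10 isogenic control strain grown at permissive 25 °C; 0% = DMSO yeast wells and 100% = minimal medium wells without yeast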
Mdm2-MdmX inh: inhibitors of human Mdm2-MdmX association, primary screen, cell-based, luminescence, split luciferase, SaOS-2, uHTS; SaOS-2 split-luciferase Mdm2/MdmX complementation; inhibition, % at 8 µM; 330,000 compounds, 3% hits;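 active = inhibition of at least 50% at 8 µM in the primary screen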
UPR CHOP act: activators of apoptotic CHOP UPR arm, primary screen, cell-based, CHO-CHOP luciferase reporter, luminescence, uHTS; UPR activation; percent of tunicamycin response over DMSO baseline; activation, % at 10 µM; 330,000 compounds, 0.34% hits; AID 449763, 2010;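 active = at 10 µM dose, activation of 40% or more, normalized to positive control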;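 note: 100% = tunicamycin at 10 µg/mL and 0% = DMSO alone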
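System: CHO CHOP reporter cells. Amount: 500 cells per well. Buffer or medium: F12 medium, 10% FBS. Compound dosing: one dose, 10 µM in 0.5% DMSO. Incubation: 6 h compound exposure at 37 °C after overnight seeding. Technique: Steady-Glo luciferase luminescence. Benchmarks: tunicamycin and DMSO controls.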
NALP3 yeast inh: NALP3 inflammasome inhibitors in reconstituted yeast, primary screen, luminescence, uHTS; Yeast reconstituted NLRP3/ASC/caspase-1, beta-gal luminescence, 24 h; inhibition, % at 10 µM; 330,000 compounds, 0.39% hits; AID 2825, 2010;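 active = inhibition of 50% or more; inactive = inhibition below 50%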;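 note: plate controls were induced DMSO wells for no effect and uninduced yeast grown without galactose for full effect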
tim23-1 inh: growth inhibitors of tim23-1 mutant yeast, primary screen, luminescence, uHTS; S. cerevisiae tim23-1 growth, BacTiter-Glo luminescence, 24 h; 330,000 compounds, 1.3% hits; inhibition, % at 20 µM;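 active = growth inhibition of the mutant yeast at or above 50%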;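 note: temperature-sensitive mutant grown at 25 °C; plate controls were DMSO-treated mutant yeast for no effect and medium wells lacking yeast for full effect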
tim10-1 inh: growth inhibitors of tim10-1 mutant yeast, primary screen, luminescence, uHTS; S. cerevisiae tim10-1 ts strain growth, BacTiter-Glo, 24 h; inhibition, % at 20 µM; 330,000 compounds, 2.2% hits; AID 463190, 2010;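 active = inhibition of at least 40%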;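 note: mutant grown at 25 °C; 0% = DMSO wells with yeast and 100% = wells holding no yeast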
XBP1 UPR activ: activators of adaptive XBP1 UPR arm, primary screen, cell-based, CHO-XBP1 luciferase reporter, luminescence, uHTS | IRE1-XBP1 UPR activation; percent of tunicamycin response, DMSO as zero | activation, % at 20 µM | 330,000 compounds, 0.33% hits | AID 463104, 2010;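 active = versus positive control, 20 µM dose yields 30% or more activation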;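 note: 100% = tunicamycin at 10 µg/mL and 0% = DMSO only wells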
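Material: CHO cell line with stable XBP1 luciferase reporter; schedule: 16-18 h cell attachment at 37 °C, then 6 h compound exposure; signal: glow luminescence from Steady-Glo reagent; medium: serum-containing F12 medium, 10% FBS; benchmarks: tunicamycin 10 µg/mL and vehicle-only wells; read-out: percent activation relative to tunicamycin reference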
Active calls of the source: *; · = no result given. Compounds as they come. Share with any hit: about 8.2%.

| Structure | tim23-1 inh | tim10-1 inh | APJ agonist | NALP3 yeast inh | XBP1 UPR activ | UPR CHOP act | TIM10 inh | Mdm2-MdmX inh | NR3A LBD binder |
| --- | --- | --- | --- | --- | --- | --- | --- | --- | --- |
| COc1ccccc1N1C(=O)CC(N2CCN(c3ccc(F)cc3)CC2)C1=O (stereo not given) | -3 | -6 | -2 | 19 | -1 | 0.8 | -2 | 8 | 2 |
| O=S(=O)(Nc1ccc2cn[nH]c2c1)c1cc(Br)ccc1Br | 6 | 0 | 5 | 7 | -5 | -1.0 | -4 | -17 | -2 |
| COc1ccc2occ(C(=O)c3ccc(N=C(C)N(C)C)cc3)c2c1 | -154 | -58 | -4 | 30 | 9 | 3.8 | -119 | -8 | -1 |
| COc1ccc(OC)c(CNC(=O)c2cc(=O)[nH]c3ccc(S(=O)(=O)N4CCCC4)cc23)c1 | -2 | 8 | -2 | 11 | 1 | 0.4 | 12 | 14 | · |
| COc1ccc(C(=O)Nc2ccc3c(c2)OCCO3)cc1S(=O)(=O)N1CCOCC1 | -7 | -10 | -4 | 15 | -2 | 0.6 | 12 | -1 | 0 |
| NC(=O)c1cc2nc(-c3ccco3)cc(C(F)(F)F)n2n1 | 9 | -3 | -3 | 17 | 3 | 0.2 | 4 | 6 | 3 |
| CCOC(=O)/C=c1\s/c(=C\c2ccc(C)cc2)c(=O)n1CC(=O)NCc1ccco1 | -2 | 11 | -2 | -1 | 55* | -0.1 | -2 | 30 | 2 |
| NC(=O)COC(=O)c1cccc(S(=O)(=O)N2CCN(c3ccccc3)CC2)c1 | 7 | 14 | -2 | 16 | 0 | -1.6 | 8 | -14 | 0 |
| CCCCC(NC(=O)c1ccccc1)C(=O)OCC(=O)N1c2ccccc2Sc2ccccc21 (stereo not given) | 22 | 12 | -5 | -3 | 2 | -0.5 | 17 | 7 | -6 |
| COC(=O)c1ccc(Oc2nc3c(c(=O)n(C)c(=O)n3C)n2CCC(C)C)cc1 | 17 | 12 | -2 | 15 | -4 | 1.5 | 6 | 21 | -4 |
| CC(=O)Oc1ccc(-c2cc3ccccc3oc2=O)cc1 | -10 | -19 | -2 | 20 | 5 | 4.0 | -10 | -43 | -1 |
| Cc1ccc2c(c1)CC1(CN2C)C(=O)OC2(CCCCC2)OC1=O | 21 | 12 | 9 | 2 | -3 | -1.2 | 2 | 18 | 3 |
| O=C(Nc1ccc(Cl)cn1)c1ccc2c(Cl)c3c(nc2c1)CCC3 | -2 | -1 | -1 | -8 | 9 | 7.3 | -15 | -41 | 0 |
| O=[N+]([O-])c1ccc(Oc2cccc(C(F)(F)F)c2)nc1 | 11 | -8 | -4 | -8 | -1 | 1.3 | 3 | -23 | -1 |
| COCCCN(C(=O)CCOc1ccccc1C)c1c(N)n(Cc2ccccc2)c(=O)[nH]c1=O | -14 | -22 | -1 | 18 | -1 | -0.3 | 3 | 4 | 1 |
| N#Cc1c(Nc2ccccc2)sc(C(=O)C2CC2)c1N | -1 | 13 | 0 | 19 | 7 | -0.8 | 2 | 6 | 0 |
| CC[C@@]12C(=O)N(c3ccc(C)cc3)C(=O)N1[C@H](c1ccc(OC)cc1)[C@@H]1C(=O)N(C(C)(C)C)C(=O)[C@@H]12 | 10 | 3 | 3 | 8 | 2 | 4.1 | 1 | 7 | 1 |
| COc1ccc(CCNC(=O)COC(=O)c2cc(=O)[nH]c3ccccc23)cc1 | -12 | -4 | -4 | 7 | 1 | 0.3 | -11 | 15 | -1 |
| CCN(CC)CCNC(=S)NC(=O)c1cn(-c2ccccc2)nc1-c1ccc(OC)cc1 | 0 | 0 | -5 | 11 | 3 | 2.4 | -7 | 28 | -3 |
| Cc1ccc(S(=O)(=O)N2CCN(C(=O)C(C)Cn3nc(C)c(C)c3C)CC2)cc1C (stereo not given) | 15 | 18 | 0 | 14 | -8 | 2.6 | 18 | -11 | -3 |

The final two compounds of the section before lead into the next:
| Structure | tim23-1 inh | tim10-1 inh | APJ agonist | NALP3 yeast inh | XBP1 UPR activ | UPR CHOP act | TIM10 inh | Mdm2-MdmX inh | NR3A LBD binder |
| --- | --- | --- | --- | --- | --- | --- | --- | --- | --- |
| CCN(CC)CCNC(=S)NC(=O)c1cn(-c2ccccc2)nc1-c1ccc(OC)cc1 | 0 | 0 | -5 | 11 | 3 | 2.4 | -7 | 28 | -3 |
| Cc1ccc(S(=O)(=O)N2CCN(C(=O)C(C)Cn3nc(C)c(C)c3C)CC2)cc1C (stereo not given) | 15 | 18 | 0 | 14 | -8 | 2.6 | 18 | -11 | -3 |
| Cc1nc(NC(=O)c2ccc(Br)s2)sc1C(=O)N(C)C | 24 | 15 | -4 | 6 | 3 | 2.0 | -1 | -71 | 1 |
| CC(NC(=O)Nc1ccccc1)C(c1cccs1)N1CCOCC1 (stereo not given) | -2 | 10 | -6 | 17 | 1 | 1.2 | 5 | 23 | -1 |
| CCOC(=O)CNC(=O)CSc1ncccc1-c1nc2ccccc2[nH]1 | 7 | 6 | 4 | 25 | -7 | -1.7 | 98* | 4 | 2 |
| CN(C)/C=C(/C(=O)c1ccc(Cl)cc1Cl)S(=O)(=O)c1ccc(Cl)cc1 | 37 | 20 | -3 | 12 | 1 | -0.2 | 11 | 6 | -5 |
| Fc1ccccc1Cn1cc(C(=S)N2CCOCC2)c2ccccc21 | 27 | 6 | -3 | -4 | -4 | -2.2 | 16 | 20 | 0 |
| Cc1cc(N2CCC(C)CC2)n2ncc(-c3ccccc3)c2n1 | 38 | 33 | -5 | 29 | -5 | 2.1 | 20 | 3 | 13* |
| O=C(/C=C/c1cccs1)N1CCN(c2ccc(O)cc2)CC1 | -12 | 9 | 0 | -31 | 0 | 0.5 | -11 | 4 | 0 |
| CN1C(C(=O)NCc2ccc(OC(F)(F)F)cc2)CC2Cn3c(nc4cc5ccccc5cc43)C21 (stereo not given) | 4 | 16 | 13 | 18 | -4 | -1.1 | 1 | -10 | -5 |
| O=C(Cc1cccc2ccccc12)NN1C(=O)CSC1=S | 22 | 11 | -3 | 23 | -3 | 0.2 | -11 | 2 | -2 |
| O=C(O)CCC(=O)N1CCN(c2ccc(C(=O)c3ccc(F)cc3)cc2)CC1 | 15 | 0 | -5 | 4 | -5 | -0.9 | 11 | 12 | -1 |
| Cn1c(=O)cc(SCC(=O)N2CCCC2)c2ccccc21 | -1 | 8 | -1 | 1 | 0 | -2.0 | 7 | 24 | -1 |
| COc1ccccc1C1NC(=O)NC(C)=C1C(=O)OCc1ccccc1 (stereo not given) | 2 | -17 | 3 | 22 | -3 | 0.1 | -4 | 24 | 0 |
| O=C(O)CCNC(=O)c1ccc(N=Nc2ccc(O)c(C(=O)O)c2)cc1 | 3 | 4 | -5 | 24 | -5 | 0.8 | -5 | 1 | · |
| CC(OC(=O)c1cc2sccc2n1C)C(=O)NCc1ccc(F)cc1 (stereo not given) | 7 | -1 | 1 | 7 | -2 | 2.5 | 5 | 22 | -3 |
| CC(C)CCn1c(N2CCN(c3cccc(Cl)c3)CC2)nc2c1c(=O)[nH]c(=O)n2C | 21 | 27 | -3 | 2 | 5 | 4.8 | 41* | 26 | 10 |
| Cc1ccc(S(=O)(=O)N2CCN(C(=O)c3ccccc3)CC2)c(C)c1NS(C)(=O)=O | -2 | 0 | -3 | 12 | 1 | -1.8 | -21 | 25 | -1 |
| Cc1ccc(S(=O)(=O)/N=C2/NC(=O)/C(=C/c3cccnc3)S2)cc1 | -4 | -3 | -2 | 17 | 1 | -0.9 | 14 | 11 | -3 |
| O=C(COC(=O)c1cc(=O)c2ccccc2o1)NC1CCCC1 | 5 | -120 | -4 | 16 | 2 | -1.2 | 0 | 24 | 0 |
| Cc1c(C)c2ccc(OS(C)(=O)=O)c(C)c2oc1=O | 0 | -2 | 1 | 12 | 0 | -1.6 | 0 | -18 | -3 |
| CN(C)CCN(Cc1ccco1)S(=O)(=O)c1ccc(-c2ccc(=O)[nH]n2)s1 | -4 | 0 | -2 | 16 | -2 | 3.2 | -1 | 9 | 14* |
| Cc1cc(Br)ccc1NC(=O)CN1C(=S)NC(C)(C)CC1C (stereo not given) | -3 | 19 | -6 | -4 | -1 | -0.1 | 5 | 15 | 0 |
| CC(C)Oc1cccc(-c2nnc(SCC(=O)Nc3ccc4c(c3)OCCO4)n2N)c1 | 15 | 24 | 1 | -22 | 4 | 1.0 | -2 | -3 | -1 |
| CC(C)C1(CCNC(=O)c2cccs2)CCOC(C)(C)C1 (stereo not given) | 12 | 18 | 1 | 2 | -2 | 0.2 | -1 | 16 | 0 |
| CC1(C)CC(=O)C=C(NC2CCCCC2)C1 | 2 | -17 | -1 | 3 | -1 | 1.5 | 0 | -8 | -1 |
| COc1ccc(S(=O)(=O)N(C)C)cc1NC(=O)CN1CCN(C(=O)C2CC2)CC1 | -12 | -14 | -2 | 9 | -1 | 1.0 | 5 | 2 | -4 |
| COc1ccc(NS(=O)(=O)c2ccc3nc(COc4ccc(C#N)cc4)[nH]c3c2)cc1 | 2 | -2 | 1 | 8 | 0 | 5.5 | 6 | 21 | -1 |
| Cc1c(NS(=O)(=O)c2cccc(C(=O)NCc3ccc(Cl)cc3)c2)c(=O)n(-c2ccccc2)n1C | 7 | 17 | -2 | -3 | 1 | -1.3 | 1 | 9 | 1 |
| CCOC(=O)c1ccc(COC(=O)CNC(=O)CNC(=O)Cc2ccccc2)cc1 | 3 | 2 | 1 | 10 | -2 | 1.7 | 6 | -3 | 1 |
| COc1cccc(NC(=O)CSc2nnc(NC(=O)C3CCC3)s2)c1 | 7 | 10 | 4 | 10 | -1 | -1.9 | -5 | 3 | 12* |
| CCOC(=O)C1CCCN(C(=O)CCC(=O)Nc2ccc3nc(N4CCOCC4)cc(C)c3c2)C1 (stereo not given) | 3 | 9 | 5 | 7 | 1 | -0.9 | 3 | 4 | 0 |
| O=C1COc2ccc(C(=O)COC(=O)CNC(=O)c3ccccc3)cc2N1 | 9 | 4 | -3 | 12 | -2 | -1.2 | -2 | 1 | 0 |
| CC1=C(c2ccccc2)[N+](=O)C2(CCCCC2)N1[O-] | 27 | 22 | 12 | -9 | 1 | 0.5 | 15 | -30 | -1 |
| CCCCCCNC(=O)CNC(=S)N(Cc1cccs1)C1CCCCC1 | 31 | 30 | -2 | -5 | 0 | 0.5 | 10 | -4 | -1 |
| CCOc1c2ccc(C(=O)NCc3cc(C(F)(F)F)cc(C(F)(F)F)c3)cc2nn1CCOC | 2 | -14 | -3 | 4 | 1 | -0.9 | -10 | 17 | -6 |
| CCOC(=O)c1[nH]c(C)c(/C(O)=C2\C(=O)C(=O)N(CCCN(C)C)C2c2cccnc2)c1C (stereo not given) | 7 | 13 | -1 | 12 | -1 | -1.7 | -8 | 11 | 0 |
